High-throughput results as filed in PubChem BioAssay.
Furin inh = inhibitors of human furin | purified furin, fluorogenic substrate cleavage | inhibition, % at 30 µM | P09958 | 220,000 tested, 0.061% active; in the data active = inhibition above about 25%; note: inactives centre near -15
FXIIa inh = blocks human coagulation factor XIIa protease activity | P00748 | purified FXIIa, Boc-QGR-AMC fluorogenic substrate, 2 h | inhibition, % at 5 µM | 220,000 tested, 0.3% active | AID 800; in the data active = inhibition above about 40%;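 note: 0% = enzyme with no compound and 100% = blank without enzyme; many of its hits are not listed in these tables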
Target sequence (P00748 20-372 limits assumed): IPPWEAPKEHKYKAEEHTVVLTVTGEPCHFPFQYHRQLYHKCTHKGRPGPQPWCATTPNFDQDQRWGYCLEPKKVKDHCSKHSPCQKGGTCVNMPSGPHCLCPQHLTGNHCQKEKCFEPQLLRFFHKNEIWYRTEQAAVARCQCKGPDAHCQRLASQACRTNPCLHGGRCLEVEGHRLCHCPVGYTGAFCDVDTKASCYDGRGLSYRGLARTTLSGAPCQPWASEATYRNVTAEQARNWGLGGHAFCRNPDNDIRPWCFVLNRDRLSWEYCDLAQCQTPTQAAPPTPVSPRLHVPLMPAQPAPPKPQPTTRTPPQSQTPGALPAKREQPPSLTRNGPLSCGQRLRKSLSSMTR
Target sequence (P00748 373-615 limits assumed): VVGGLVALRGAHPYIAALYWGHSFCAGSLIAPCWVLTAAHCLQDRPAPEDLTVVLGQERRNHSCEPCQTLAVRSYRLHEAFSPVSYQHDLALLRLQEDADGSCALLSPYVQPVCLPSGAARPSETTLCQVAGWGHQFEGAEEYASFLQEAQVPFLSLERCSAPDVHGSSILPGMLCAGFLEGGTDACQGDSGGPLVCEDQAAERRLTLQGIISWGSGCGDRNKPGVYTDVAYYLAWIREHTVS
Calpain2 inh = blocks pig calpain II enzyme activity; purified calpain II, fluorogenic peptide substrate, 30 min; 220,000 tested, 0.37% active; inhibition, % at 16 µM;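 active = inhibition above about 50%, limit read from the data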
FXIa inh 1536 = inhibitors of human coagulation factor XIa; P03951; purified FXIa, Boc-Glu-Ala-Arg-AMC fluorogenic substrate; inhibition, % at 5 µM; 220,000 tested, 0.14% active; AID 798;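 active = inhibition of at least 40%; inactive = inhibition below 40%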;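 note: fluorescence of freed AMC excited at 355 nm; 0% = enzyme without compound and 100% = no enzyme blank; many of its hits are not listed in these tables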
PERK inhibitor = human PERK inhibition, primary cell-based screen. Q9NZJ5. CHO PERK-DD fusion, SEAP luminescence translation reporter. inhibition, % at 5.6 µM. 220,000 tested, 0.17% active. AID 1416;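 active = inhibition above the mean inhibition of all tested compounds plus 3 SD, set separately per screening campaign, cut at about 2.9% in these data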;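 note: PERK kinase domain activated by AP20187 dimerizer at 100 nM; 0% = DMSO with dimerizer and 100% = rapamycin at 8.4 µM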
Rad51 HR inh = Rad51 (human) homologous recombination inhibition | inhibition, % at 10 µM | 200,000 tested, 0.085% active | hRad51 DNA strand exchange, fluorescence dequenching | Q06609;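 active = inhibition above 40% at the single screening dose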;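 note: 0% = DMSO control wells and 100% = blanks with heterologous ssDNA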
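Test system – preformed human Rad51 ssDNA filaments · Reagent – Donor/quencher-labelled 47-bp dsDNA substrate · Incubation – 37 °C 15-min filament assembly, 30-min compound preincubation, 15-min exchange · Signal – FRET fluorescence dequenching, excitation 485 nm, emission 520 nm · Read-out – percent inhibition from fluorescence, normalised to plate control and blank means · Benchmarks – plate control and blank wells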
Thrombin inh = inhibitors of human thrombin. P00734. alpha-thrombin, Boc-VPR-AMC fluorogenic substrate cleavage. inhibition, % at 5 µM. 220,000 tested, 0.26% active. AID 1046;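 active = inhibition at or above 40%; inactive = inhibition below 40%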;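 note: 0% = enzyme with no compound and 100% = wells without enzyme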
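Assay system: human alpha-thrombin enzyme. Reagent: Boc-VPR-AMC substrate, 15 µM final. Compound dosing: one concentration per compound, 5 µM, with 0.2% DMSO. Incubation: room-temperature reaction. Technique: AMC fluorescence, 355/460 nm. Measure: % inhibition relative to enzyme controls and enzyme-free blanks.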
hK5 inh = inhibitors of human kallikrein 5; Q9Y337; 210,000 tested, 0.59% active; inhibition, % at 5 µM; recombinant hK5, fluorogenic AMC substrate cleavage;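 active = inhibition of 40% or more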;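 note: 0% = enzyme controls without compound and 100% = no-enzyme blanks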
Target sequence (Q9Y337 67-293 limits assumed): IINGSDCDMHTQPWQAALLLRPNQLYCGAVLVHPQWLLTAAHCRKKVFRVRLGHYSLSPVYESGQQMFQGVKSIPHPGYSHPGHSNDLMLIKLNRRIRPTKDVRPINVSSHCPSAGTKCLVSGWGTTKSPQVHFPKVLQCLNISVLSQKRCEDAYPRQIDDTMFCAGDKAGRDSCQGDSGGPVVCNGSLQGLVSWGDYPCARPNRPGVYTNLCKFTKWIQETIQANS
KCC2 mod = modulators of human KCC2 chloride dependent transport | 190,000 tested, 2.2% active | B-score of Tl+ flux slope (higher = more flux/activation; lower = inhibition) at 10 µM | Q9H2X9 | KCC2 cells, thallium flux FluoZin-2 fluorescence;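 active = thallium flux slope and its plate-corrected score both differing from the plate sample mean at a set confidence after two filtering rounds, in either direction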;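 note: slope of fluorescence scaled to starting intensity during 10 to 20 s after thallium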
* hit, by the source's call; i = inactive; x = no result given; [ ] = remark or other dose. The list is partial. The share of hits here may be higher or lower than overall.

SMILES	Furin inh	FXIIa inh	Calpain2 inh	FXIa inh 1536	PERK inhibitor	Rad51 HR inh	Thrombin inh	hK5 inh	KCC2 mod
N/C(=N\OC(=O)COc1ccc([N+](=O)[O-])cc1)c1cccnc1	-7	3	4	-4	1.4	-27	3	-8	-1.2
COc1cc(C(=O)NC(=S)Nc2ccccc2[N+](=O)[O-])cc(OC)c1OC	-20	22	-31	2	-0.3	-6	2	2	1.8
O=C(COc1ccc(Cl)cc1Cl)NC(=S)N1CCCc2ccccc21	-15[20 µM]	16	24	9	0.5	3	2	-9	21*
Cc1cccc(NC(=O)CCNC(=O)c2ccco2)c1C	-20	5	0	0	1.0	-9	-5	0	0.43
CCOc1ccc2ncc(S(=O)(=O)c3ccc(C)cc3)c(N3CCC4(CC3)OCCO4)c2c1	-12	12	13	12	-0.8	5	-2	-4	-2.7
O=C1C2CCCN2c2ccc(S(=O)(=O)N3CCOCC3)cc2N1Cc1ccccc1F (stereo not drawn)	-13[20 µM]	2	3	-8	0.5	-3	-6	-21	x
C/C(N)=C(/C#N)C(=O)COC(=O)c1ccccc1O	-9	14	2	4	1.0	0	-6	-19	-0.9
CCN(CC)CCCN1CC(O)=C(c2nc3ccccc3s2)C1=N	-25[20 µM]	-35	27	-12	-0.7	0	-6	-2	0.13
COc1ccc(/C=C/C(=O)Nc2ccncc2)cc1OC	-6	5	-358	-1	0.3	x	-1	1	-0.48
CC(C)N1CCN(Cc2ccc(-c3ccccc3Cl)o2)CC1CCO (stereo not drawn)	-10	3	-5	-3	-0.9	-9	-6	x	0.36
COC(=O)c1ccc(CNC(=O)COC(=O)COc2ccc(OC)cc2)cc1	-35	1	-24	0	0.7	-4	-1	-1	-0.1
N#Cc1c(C(F)(F)F)cc(C2CC2)[nH]c1=O	-142	-15	-499	-9	1.5	4	-13	-280	-0.3
O=C(O)c1cccc(N/N=C/c2cn(-c3ccccc3)nc2-c2cccs2)c1	-34	x	-37	3	0.9	12	0	3	-1.2
COc1ccc(C/C(N)=N/n2cnnc2)cc1Cl	-17[20 µM]	-14	-58	-5	0.8	-12	-4	-6	0.88
Cc1ccc2c(c1)Cc1nc3ccccc3nc1-2	-28	-3	-445	3	-0.3	0	-19	-7	-0.12
COc1ccc(NC(=O)C2CCCN2C(=O)NCc2ccccc2)cc1 (stereo not drawn)	-12	1	0	1	-0.1	-6	x	-5	0.042
O=C(O)CC1=C(Nc2ccccc2)C(=O)N(c2ccccc2)C1c1ccc(Cl)cc1 (stereo not drawn)	-21	7	27	-6	1.3	2	-1	3	-1.4
CC(CCc1ccccc1)NC(=O)C(=O)Nc1ccccc1 (stereo not drawn)	-18	6	9	6	0.9	x	-6	-26	0.17
CC(=O)Nc1ccc(/C(C)=N\NC(=O)c2ccc(-c3ccccc3)cc2)cc1	-12	6	-24	-1	1.1	28	-1	-3	1.4
CC(=O)Nc1ccc(SCC(=O)c2c(N)n(Cc3ccccc3)c(=O)n(C)c2=O)cc1	-25	6	-5	8	1.8	4	-1	3	-3.1
O=C(NCCc1c[nH]c2ccccc12)c1cccc(S(=O)(=O)Nc2ccccc2Cl)c1	8	2	-4	5	1.2	7	-4	-5	-4.1
CC(C)=CC(=O)Nc1ccc(Br)cc1	-5[20 µM]	12	-12	-18	0.4	4	-4	-29	-0.88
Cc1cc(NC(=O)CN2CCCCCCC2)no1	-20	8	-31	6	0.0	-10	-1	2	-0.094
C[C@@H](C(=O)OCn1nnc2ccccc2c1=O)N1C(=O)C2CCCCC2C1=O (stereo partly drawn)	-26	14	-9	3	-0.5	-3	4	-5	0.86

Some of these compounds in order of SMILES length, high to low.
SMILES	Furin inh	FXIIa inh	Calpain2 inh	FXIa inh 1536	PERK inhibitor	Rad51 HR inh	Thrombin inh	hK5 inh	KCC2 mod
C[C@@H](C(=O)OCn1nnc2ccccc2c1=O)N1C(=O)C2CCCCC2C1=O (stereo partly drawn)	-26	14	-9	3	-0.5	-3	4	-5	0.86
O=C(O)c1cccc(N/N=C/c2cn(-c3ccccc3)nc2-c2cccs2)c1	-34	x	-37	3	0.9	12	0	3	-1.2
COc1ccc(NC(=O)C2CCCN2C(=O)NCc2ccccc2)cc1 (stereo not drawn)	-12	1	0	1	-0.1	-6	x	-5	0.042
CC(CCc1ccccc1)NC(=O)C(=O)Nc1ccccc1 (stereo not drawn)	-18	6	9	6	0.9	x	-6	-26	0.17
Cc1cc(NC(=O)CN2CCCCCCC2)no1	-20	8	-31	6	0.0	-10	-1	2	-0.094
CC(C)=CC(=O)Nc1ccc(Br)cc1	-5[20 µM]	12	-12	-18	0.4	4	-4	-29	-0.88

The results go on.
SMILES	Furin inh	FXIIa inh	Calpain2 inh	FXIa inh 1536	PERK inhibitor	Rad51 HR inh	Thrombin inh	hK5 inh	KCC2 mod
COc1ccc(Oc2nccc(-c3ccccc3)c2C#N)cc1	-13[20 µM]	13	13	-12	-0.6	9	-3	-1	-0.13
CCN(CC)CCOc1c(C)cccc1Cl	-24	13	1	-5	0.1	6	-18	0	0.8
CCOc1ccc(C(=O)NCc2cccnc2)cc1[N+](=O)[O-]	-8	6	11	1	0.5	x	-7	x	1.4
Cc1ccc(N=Nc2c(O)[nH]c3ccc(F)cc23)cc1	-13	8	25	6	0.3	-24	-1	-6	i
O=C(CN1CCC(n2nnc3cc(F)ccc32)CC1)N1CCCc2ccccc21	-14	-8	10	-7	-1.6	-4	-11	-1	x
COc1ccc(/C=N/N=C2/NC(=O)C(c3ccccc3)(c3ccccc3)S2)cc1	1[20 µM]	20	16	-1	1.9	-9	4	-5	0.016
COc1cc(Cl)c(C)cc1NC(=O)c1cc(S(=O)(=O)N(C)C)ccc1N1CCCC1	-10	2	23	-12	-1.0	-10	-4	16	0.28
CN1C(=O)/C(=C2/C=CC=CN2C)OC1=S	-17	17	7	6	0.2	-1	2	7	0.22
O=C(Nc1ccc(Cl)cc1)ON=C1CCCC1	-6	11	0	8	0.6	x	1	-1	-0.46
CCCC(=O)Nc1cccc(NC(=O)c2cccc([N+](=O)[O-])c2C)c1	-5	8	13	-2	-0.7	-5	0	5	0.027
Cc1occc1C(=O)Nc1cccc(Cn2cccn2)c1	-16[20 µM]	31	-4	-4	0.0	-7	-4	2	0.49
COCCCN(C(=S)Nc1c(C)cc(C)cc1C)C(C)c1ccccn1 (stereo not drawn)	-21	11	-27	-4	1.1	-9	-5	-2	-0.95
CCn1c(=O)cc(OCC(=O)O)c2ccccc21	-30	1	20	-12	1.3	6	-4	-5	x
CCN(CC)C(=O)c1sc2c(c1C)c(=O)n(-c1ccc(OC)cc1OC)c(=O)n2CC(=O)c1ccccc1	-14	12	32	3	0.1	-4	-6	-4	-0.64
COC(=O)C1C(c2ccc(OC)cc2)C(C(=O)OC)S(=O)(=O)C(CCN2CCCCC2)S1(=O)=O (stereo not drawn)	-23	13	19	3	-0.7	-4	-1	23	-0.033
COCc1cc(Sc2ccc(OC)cc2)nc(-c2ccccc2)n1	-18	-3	-3	0	0.8	-4	1	-4	1.1
CCN(CC)S(=O)(=O)c1cccc(NC2=NCC(C)S2)c1 (stereo not drawn)	-18	2	7	-3	1.7	3	2	-2	1.2
Nc1cc(=O)[nH]c(SCC(=O)NNC(=O)Cc2ccccc2)n1	-29	x	-27	0	1.8	4	-2	2	0.0012
Cc1nc(NC(=O)C2CCCCC2)sc1C	-13[20 µM]	11	14	-1	0.7	3	-2	-8	0.35
Cc1ccc2[nH]c(=O)c(CN(Cc3cccs3)Cc3nnnn3CC3CCCO3)cc2c1 (stereo not drawn)	-13	14	1	-1	-0.8	4	1	15	-0.26
O=C(c1cccs1)N1N=C(c2ccccc2)CC1c1ccc(O)cc1 (stereo not drawn)	-28	6	-27	-9	-0.3	5	-3	-10	-2.5
CCCCn1c(-c2cccs2)nc2nc3ccccc3nc21	-61[20 µM]	-6	i	-8	0.2	-1	-12	-238	x
Cc1ccc(S(=O)(=O)N2CCN(Cc3cccc(C)c3O)CC2)cc1	-20[20 µM]	12	-17	6	1.2	9	4	-22	-0.014
CCC1=C(OC(=O)N(CC)CC)N2C(=O)OC(=NCc3ccccc3)[C@]2(C)[C@H]2C1=CC[C@H]1C(=O)N(CC)C(=O)[C@H]12	-32	8	-9	1	x	-1	0	2	-0.0021
O=c1[nH]c(C2CCCN(S(=O)(=O)c3ccccc3)C2)nc2c1nnn2Cc1ccccc1 (stereo not drawn)	-17	1	14	4	-0.5	5	1	-14	-3.6
CC(C)c1nc(SCC(=O)N2CCCc3ccccc32)c2c(=O)n(C)c(=O)n(C)c2n1	-22	1	23	-8	-0.4	-1	-10	-29	x
CC(/C=C/c1ccccc1F)=N\NC(=O)c1ccc(Cl)cc1	-28	12	-24	0	0.8	1	-4	-2	6.2*
Cc1cccc(NC(=S)N(CCN2CCOCC2)Cc2ccccc2F)c1	-27	-8	-9	-2	0.1	-3	-8	-5	-0.24
COCCNC(=S)N1CCOCC1	-3	1	-22	1	-0.4	2	-10	-9	0.67
CC(C)NS(=O)(=O)c1ccc(OCC(=O)N2CCc3ccccc3C2)cc1	-13	4	-11	0	0.8	x	1	-1	-1.2
O=C(c1ccccc1)N1CCN(c2ncnc3c2cnn3-c2ccccc2)CC1	-23[20 µM]	14	-1	2	0.6	-5	0	-9	-0.028
O=C(c1cccnc1)N1CCN(c2ccc(Cl)cc2)CC1	-27	18	-1	12	-0.2	x	2	-2	0.17
O=C1CCC(C(=O)Nc2nnc(C3CC3)s2)=NN1	-27	5	-17	-3	1.5	21	-11	5	0.96
O=C(ONC1=NCCCCC1)c1c(F)cccc1F	-6[20 µM]	1	-19	-2	0.6	-9	-8	-2	1.1
C=CCn1c(COc2ccccc2F)nnc1SCC(=O)Nc1cc(C)on1	-17	8	-14	-3	-0.2	15	-6	-2	-0.65
CCOC(=O)C1CCCN(C(=O)c2cc(-c3ccc(C)cc3)on2)C1 (stereo not drawn)	-30[20 µM]	-5	10	-5	0.4	0	1	-14	-1.4
COc1ccc(C2N=C(Nc3ccc(C)cc3)Nc3nc(C)cc(=O)n32)cc1 (stereo not drawn)	-5	9	-40	5	-0.7	5	-1	-17	0.72
Fc1ccc(-c2cc(-c3nnc4n3CCCCC4)c3ccccc3n2)cc1	-5	1	-44	0	-0.4	x	20	-7	-0.61
Oc1cccc(-c2nc3c4c(ncn3n2)-c2ccccc2CC42CCCC2)c1	-16[20 µM]	22	-27	5	0.3	0	1	-10	x
Cc1cn(C(=O)c2ccccc2)c(=S)n1-c1ccc(Cl)cc1	-15[20 µM]	13	-11	6	-1.1	-1	1	12	0.84
CC(/C=N/Nc1nc(C)cc(C)n1)=C\c1ccc(C(C)C)cc1	-3	13	17	6	0.0	x	1	-11	-1.7
NC(=O)C1(NC(=O)[C@@H]2CC3(CC(c4cccc(NC(=O)c5cc([N+](=O)[O-])cc([N+](=O)[O-])c5)c4)=NO3)CN2C(=O)c2ccccc2)CC1 (stereo partly drawn)	-11[20 µM]	10	-184	4	0.3	6	3	-16	1.9
Oc1ccc(NC(=S)N=Nc2c(O)[nH]c3ccc(Br)cc23)cc1	-10	3	-97	-4	0.2	10	-4	-4	x
COc1ccc(CCNC(=O)c2cc(C3CC3)on2)cc1OC	-12	6	9	-3	-1.0	x	-8	-1	1.1
COc1ccc(OC)c(-n2c(=S)[nH]c3cc(C(=O)N(C)Cc4ccccc4)ccc3c2=O)c1	-30	12	-60	4	-0.1	26	-5	6	0.73
COc1ccccc1Oc1ncnc2sccc12	-14	1	1	-8	-0.3	-5	0	-19	-0.062
